OX1R antag-1: blocks the human orexin 1 receptor; AID 434989; O43613; 0.43% of 330,000 active; CHO/OX1R cells, Fluo-8 calcium fluorescence, orexin A; inhibition, % at 5 µM;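 active = inhibition above its plate's threshold, mean inhibition of all tested compounds on the plate plus 3 SD, cut at about 37% in these data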;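 note: 0% = orexin A challenge wells and 100% = SB-334867-A antagonist wells; not every result past the cut was called active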
Target sequence (O43613 whole entry, looked up): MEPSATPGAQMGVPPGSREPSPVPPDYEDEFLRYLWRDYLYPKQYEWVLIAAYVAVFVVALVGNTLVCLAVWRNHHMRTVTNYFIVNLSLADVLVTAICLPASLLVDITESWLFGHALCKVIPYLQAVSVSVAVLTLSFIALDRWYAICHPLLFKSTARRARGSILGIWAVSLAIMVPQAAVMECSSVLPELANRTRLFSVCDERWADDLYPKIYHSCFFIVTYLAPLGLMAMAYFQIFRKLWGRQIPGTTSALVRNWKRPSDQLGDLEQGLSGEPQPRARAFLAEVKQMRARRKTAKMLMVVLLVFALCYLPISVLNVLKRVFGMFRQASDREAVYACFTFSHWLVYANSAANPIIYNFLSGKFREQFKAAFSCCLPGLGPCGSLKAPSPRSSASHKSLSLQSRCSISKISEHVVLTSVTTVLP
OX1R antag-2: antagonists of human orexin 1 receptor (OX1R) | O43613 | AID 485270 | inhibition, % at 6.6 µM | 1.8% of 330,000 active | OX1R-expressing cells, FRET antagonist read-out; in the data active = inhibition mostly above about 38%, no sharp cut-off; inactive = mostly below about 40%;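 note: 0% = agonist challenge alone and 100% = reference antagonist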
* hit, by the source's call.

OX1R antag-2	OX1R antag-1	canonical_smiles
7	1	Cc1cccc(C)c1NC(=O)CS(=O)CC(=O)NC1CCN(Cc2ccccc2)CC1 (centres undefined)
20	-17	CCOC(=O)c1sc(N(Cc2ccccc2)C(=O)CN2C(=O)CN(C)C2=O)nc1C
30	-3	N#C/C(=C(\O)c1ccco1)c1ccccn1
3	-21	COc1ccc2cc(CCNC(=O)c3ccc(S(=O)(=O)N4CCOCC4)cc3)c(=O)[nH]c2c1
9	-24	COc1cc(/C=C2\N=C(c3c(-c4ccccc4)noc3C)OC2=O)ccc1OC(C)=O
-1	-19	Cc1ccc2nc3n(c(=O)c2c1)-c1cc(Cl)ccc1C(=O)NC3Cc1ccccc1 (centres undefined)
25	-5	Cn1c(=O)c2[nH]c(N3CCN(c4ccccc4)CC3)nc2n(C)c1=O
14	-10	CCC1(C)OC(=O)NN(c2ccc(C)cc2)C1(C)O (centres undefined)

Complete entries, quoted from the list:
COc1cc(/C=C2\N=C(c3c(-c4ccccc4)noc3C)OC2=O)ccc1OC(C)=O as listed: OX1R antag-2: 9; OX1R antag-1: -24
CCOC(=O)c1sc(N(Cc2ccccc2)C(=O)CN2C(=O)CN(C)C2=O)nc1C as listed: OX1R antag-2: 20; OX1R antag-1: -17

Next part:
OX1R antag-2	OX1R antag-1	canonical_smiles
0	-19	Cc1csc(NC(=O)CCC(=O)N(CC(=O)NC2CCCC2)c2ccccc2)n1
-1	-61	CC1C(=O)C(C)C(c2cccc(Br)c2)NC1c1cccc(Br)c1 (centres undefined)
9	-6	O=C(NCCNc1ccc([N+](=O)[O-])cc1)c1cccs1
36	-9	CCNC(=O)CCSc1nnc(-c2ccncc2)o1
39	-7	O=C(Nc1ccc2c(c1)OCCO2)c1c(F)c(F)c(F)c(F)c1F
9	-21	COc1ccc2cc(/C=N/NC(=O)CN(c3ccccc3)S(=O)(=O)c3ccccc3)c(Cl)nc2c1
11	18	O=C(NCCN1CCCCC1)Nc1ccccc1
67	16	O=C(Nc1cccc(S(=O)(=O)Nc2ccccc2Cl)c1)c1ccc(Cl)nc1
20	-40	CN(CC(=O)Nc1ccc(F)c(F)c1F)C(=O)c1cc(-c2ccncc2)nc2ccccc12
19	4	Cc1ccc(/C=C/C(=O)O)cc1S(=O)(=O)NCc1cccnc1
13	-13	CS(=O)(=O)N1CCc2nc(-c3ccccc3)sc2C1
25	-7	NNc1ccc2nncn2n1
8	0	Cc1ccc(NC(=O)CN(C)C(=O)COc2ncnc3ccc(Br)cc23)cc1
10	7	O=C(N/N=C/c1cc(Br)c(Br)o1)C(O)c1ccccc1 (centres undefined)
14	-39	[N-]=[N+]=NC[C@H](c1ccccc1)N1CCN(Cc2ccccc2)CCC1=O
7	14	CCOc1ccc2nc(SCC#N)c(C#N)cc2c1
18	-17	COc1ccc(/C=C/C(=O)OCC(=O)Nc2ccc(N3CCOCC3)cc2)cc1OC
2	-39	O=C(CSc1ccc(Cl)cc1)Nc1ccccc1Oc1ccccc1
13	-17	NC(=O)c1cccc2c3c([nH]c12)CCCC3
7	-8	Fc1ccccc1OCCCN1CCOCC1
37	-10	O=C(Nc1cccc(C(F)(F)F)c1)C12CC3CC(CC(C3)C1)C2
10	-26	CCN(CC(=O)Nc1cc(Cl)ccc1C)C(=O)c1oc2ccc(OC)cc2c1C
4	0	CCOC(=O)c1nccnc1C(=O)Nc1ccc(C(F)(F)F)cc1
7	-11	Cc1cc(OCC(=O)NNC(=S)NCC2CCCO2)cc(C)c1Cl (centres undefined)

Quoted at random: five records from the list.
OX1R antag-2	OX1R antag-1	canonical_smiles
2	-39	O=C(CSc1ccc(Cl)cc1)Nc1ccccc1Oc1ccccc1
4	0	CCOC(=O)c1nccnc1C(=O)Nc1ccc(C(F)(F)F)cc1
37	-10	O=C(Nc1cccc(C(F)(F)F)c1)C12CC3CC(CC(C3)C1)C2
13	-17	NC(=O)c1cccc2c3c([nH]c12)CCCC3
7	-11	Cc1cc(OCC(=O)NNC(=S)NCC2CCCO2)cc(C)c1Cl (centres undefined)

Next compounds.
OX1R antag-2	OX1R antag-1	canonical_smiles
11	-18	Cc1ccc(-c2cc(C(=O)NCCCN3CCOCC3)c3ccc(Cl)c(C)c3n2)cc1
0	-1	COc1ccc(S(=O)(=O)N2CCOCC2)cc1NS(=O)(=O)c1ccc(F)c(F)c1
4	-17	CCOC(=O)c1cc(-c2ccccc2)nn1CC1CC(c2cccc([N+](=O)[O-])c2)=NO1 (centres undefined)
6	-15	CCOc1ccc(-n2c(C)nc3cc(C(=O)NCc4ccc5c(c4)OCO5)ccc32)cc1
36	0	Cc1cc2c(cc1C)N(C(=O)CN1C(=O)c3ccccc3C1=O)C(C)(C)c1ssc(=S)c1-2
7	-28	CCOC(=O)c1oc2ccccc2c1CN1CCN(C(=O)c2ccccc2)CC1
8	2	CCc1nnc(NC(=O)CN2CCN(Cc3ccc(F)cc3)CC2)s1
13	-16	CCNc1nc(NCC)nc(Oc2ccc(OCc3ccccc3)nn2)n1
21	-4	Cc1ccc(Nc2ccc(N3CCN(c4ccc([N+](=O)[O-])cc4)CC3)nn2)cc1
6	-17	COc1ccc(OC)c(C(c2nnnn2C2CCCC2)N2CCN(c3ccc(F)cc3)CC2)c1 (centres undefined)
17	-23	COc1ccc(NC(=O)C23CC4CC(C2)CC(n2cnc(Br)n2)(C4)C3)c(C)c1
12	-36	COc1ccc(OC)c(C2C(C(=O)c3ccccc3)=C(C)Nc3nc4ccccc4n32)c1 (centres undefined)
5	-24	O=C(c1cc2cc(F)ccc2[nH]1)N(Cc1cccnc1)CC1CCCN(C2CCCCC2)C1 (centres undefined)
10	-14	O=C(O)CCCSCC(=O)Nc1ccccc1
12	-26	CCOC(=O)c1cc(C)nc(N2CCCCC2)c1C#N
2	-5	Cc1sc2ncnc(OCC(=O)NC3CCS(=O)(=O)C3)c2c1C (centres undefined)
22	7	COc1cc(OC)c(N(C)S(=O)(=O)c2cccc(C(=O)Nc3nccs3)c2)cc1Cl
8	-22	Cc1cc(N2CCN(C(=O)c3ccco3)CC2)n2nc(-c3cccc(Cl)c3)cc2n1
11	-25	COc1ccc(C(=O)OCC(=O)NCC2CCCCC2)cc1S(=O)(=O)N1CCCc2ccccc21
19	-23	COc1ccccc1N(C(=O)c1ccco1)C(C(=O)NC1CCCC1)c1cccs1 (centres undefined)
10	3	CCOC(=O)c1c(NC(=O)C2C3C=CC(C3)C2(C)C(=O)O)sc2c1CCCC2 (centres undefined)
11	3	CCCCSc1nsc(NC(C)=O)n1
6	-29	CCCCC1CC1C(=O)Nc1ccc(OC)c(OC)c1 (centres undefined)
21	-14	Cc1ccc2c(c1)N(CC(=O)NCc1cccnc1)C(=O)CO2
2	-12	Cc1ccc(C2SCC(=O)N2c2ccccc2)cc1 (centres undefined)
-1	-8	CC(=O)N1CCC(N(CCN2CCOCC2)C(=S)Nc2ccccc2C)CC1
10	-13	CCOc1ccc(/C=C/C2=Cc3c(sc(NC(=O)CSc4n[nH]c(N)n4)c3C#N)C(C)(C)C2)cc1
-1	11	CCC(Sc1nc(C)cc(C)n1)C(=O)O (centres undefined)
3	-3	Cc1cc(C(=O)CN2C(=O)CCC2=O)c(C)n1Cc1ccccc1
11	-14	Cc1ccc(OCC(=O)N(Cc2ccco2)C2CCS(=O)(=O)C2)cc1 (centres undefined)
28	-47	O=C(NCCC1=CCCCC1)c1ccc(-n2cncn2)c([N+](=O)[O-])c1
15	-17	O=C(CCc1nnc(-c2ccc(-c3ccccc3)cc2)o1)NCCc1ccccn1

Looked up above.
O=C(CCc1nnc(-c2ccc(-c3ccccc3)cc2)o1)NCCc1ccccn1 @ OX1R antag-2 = 15
CC(=O)N1CCC(N(CCN2CCOCC2)C(=S)Nc2ccccc2C)CC1 @ OX1R antag-1 = -8

The listing continues:
OX1R antag-2	OX1R antag-1	canonical_smiles
18	-15	O=C1c2ccc(Oc3ccc([N+](=O)[O-])cc3)cc2C(=O)N1CCO
19	-10	Cc1cc([N+](=O)[O-])ccc1N=Nc1c(N)[nH]n(-c2ccccc2)c1=O
1	-6	O=[n+]1c2c(n([O-])c3c1CCC3)CCCC2
11	-6	COc1ccc(C(CNc2ccc(C(F)(F)F)cn2)N(C)C)cc1OC (centres undefined)
3	-14	CCOC(=O)c1ccc(NC2c3ccccc3C(=O)N2c2ccc(C)cn2)cc1 (centres undefined)
13	-15	CC(=O)c1ccc(OCCCC(=O)OCc2nnc(-c3ccc(Cl)cc3)o2)cc1
14	-43	Cc1ccc(-c2nc3ncccn3c2Nc2ccccc2C)o1
9	-7	COc1cc(C(=O)N/N=C(\C)c2ccc3c(c2)OCO3)cc(OC)c1OC
1	-1	S=C(NCc1ccc2c(c1)OCO2)NCc1ccc2c(c1)OCO2
45*	-21	CCCCC(=O)Nc1ccc2c3c(cccc13)C(=O)N2CC
19	9	O=C1c2ccncc2C(=O)N1CO
6	-16	C=CCN1C(=O)C(Cc2ccc(Br)cc2)S/C1=N\N=C\c1ccco1 (centres undefined)
14	1	O=C1[C@@H](Oc2ccccc2)[C@@H](c2ccncc2)N1c1ccccc1
26	-11	CCCCCOc1ccc(C2C(C(C)=O)=C(C)Nc3ncnn32)cc1OC (centres undefined)
6	-28	CC1CC(C)CN(C(=O)C2CCC(CNS(=O)(=O)c3ccccc3)CC2)C1 (centres undefined)
5	-9	Cc1ccc(NC(=O)COC(=O)CNC(=O)C2CCCCC2)cc1S(=O)(=O)N(C)C

Entries from the list above that have a thiophene ring, fused or not, in the order listed:
OX1R antag-2	OX1R antag-1	canonical_smiles
9	-6	O=C(NCCNc1ccc([N+](=O)[O-])cc1)c1cccs1
2	-5	Cc1sc2ncnc(OCC(=O)NC3CCS(=O)(=O)C3)c2c1C (centres undefined)
19	-23	COc1ccccc1N(C(=O)c1ccco1)C(C(=O)NC1CCCC1)c1cccs1 (centres undefined)
10	3	CCOC(=O)c1c(NC(=O)C2C3C=CC(C3)C2(C)C(=O)O)sc2c1CCCC2 (centres undefined)
10	-13	CCOc1ccc(/C=C/C2=Cc3c(sc(NC(=O)CSc4n[nH]c(N)n4)c3C#N)C(C)(C)C2)cc1

Continued.
OX1R antag-2	OX1R antag-1	canonical_smiles
10	-21	COc1ccc(OC)c(CN2CCN(C(=O)CNC(=O)c3ccc(C(C)(C)C)cc3)CC2)c1
10	-19	Cc1ccccc1CC1(CO)CCCN(Cc2ccc(C#CC(C)(C)O)cc2)C1 (centres undefined)
11	-36	CC(NC(=O)c1ccc(Cl)c(S(=O)(=O)N2CCCCCC2)c1)c1cccnc1 (centres undefined)
9	-2	O=C(C[C@H]1C/C=C\CC[C@H](Cc2ccc(F)cc2)C(=O)OC[C@H]2CCCN2C1=O)N[C@@H](CO)Cc1ccccc1
17	-27	COc1ccc(C(=O)Nc2nc3ccccc3s2)cc1
-1	6	Cc1cc(C)nc(N/N=C/c2ccncc2)n1
24	-1	NC(=O)c1ccc(/C=N/O)[n+](Cc2ccccc2)c1
20	-20	COc1ccc(CCN2C(=O)CC(Cc3ccc(Br)cc3)C2=O)cc1OC (centres undefined)
7	1	CC(=O)N1CCOc2ccc(S(=O)(=O)Nc3cccc(C)n3)cc21
10	-1	COc1ccc(N2CCN(CCCNC(=O)C3CCCN(S(=O)(=O)c4c(C)n[nH]c4C)C3)CC2)cc1 (centres undefined)
4	-11	COc1cccc(N2CCN(C(=O)C3CCCN(S(=O)(=O)c4cnc[nH]4)C3)CC2)c1 (centres undefined)
12	-6	Cc1ccc(C)c(NC(=S)NCc2cccs2)c1
1	-15	C=CCN(c1ccccc1)S(=O)(=O)c1cccc(C(=O)Nc2nnc(SCC)s2)c1
23	-14	COc1ccc(C(O)Cn2ccsc2=NC(C)=O)cc1 (centres undefined)
12	-4	O=C(Cn1cnc2ccccc2c1=O)Nc1ccc(S(=O)(=O)N2CCOCC2)cc1
5	-4	CC1CC(C)CN(CCCNC(=O)c2c(O)nc3ccccn3c2=O)C1 (centres undefined)
17	-15	CCN(c1ccccc1)S(=O)(=O)c1ccc(OC)c(NC(=O)Cn2cnc3c2c(=O)n(C)c(=O)n3C)c1
-7	-8	CC(=O)c1ccc(NC(=O)C(C)Sc2nnc3ccccn23)cc1 (centres undefined)
1	-16	O=C(CSc1nc2ccccc2s1)N/N=C/c1ccc(C(=O)O)cc1
4	-11	CCN1CCN(C(=O)CCc2nc3ccccc3n2-c2ccccc2)CC1
23	-9	CCN(CC(=O)NC1CCS(=O)(=O)C1)C(=O)COc1ccccc1-c1ccccc1 (centres undefined)
4	-34	Cn1cccc1Cc1nnc(SCC(=O)N2CCCc3ccccc32)n1-c1ccc(F)cc1
9	-21	O=C(CN1C(=O)NC2(CCCCCCC2)C1=O)NCc1ccc2c(c1)OCO2

Bioassay records: PubChem, The Scripps Research Institute Molecular Screening Center
